# Yfh1-off respiration – enhancers of respiration in Yfh1-depleted yeast, dose response, Friedreich's ataxia, plus single-dose screen (AID 1465) | S. cerevisiae Yfh1-off respiration, WST-1 reduction, 72 h; higher fold induction means a stronger effect | one-dose fold induction at 50 µM; EC50 in µM for titrated hits | actives 0.074% (n = 220,000);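 active means fold induction of absorbance versus untreated yeast above a set limit, then at least 30% activation at any dose in follow-up; inconclusive means repeats straddling the limit, or above it without dose testing; inactive means fold induction below the set limit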;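 further: activators that raise dye reduction in frataxin-depleted yeast; strong numbers were not always called active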
# M1AAP inhibition – P. falciparum M1AAP inhibitors, biochemical, fluorogenic H-Leu-NHMec substrate, 1536-well (AID 1445); recombinant M1AAP, H-Leu-NHMec fluorogenic kinetic assay; higher % means a stronger effect; inhibition, % at 30 µM, or IC50 in µM where a hit was titrated; actives 0.42% (n = 220,000);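 active means primary inhibition above the hit cutoff, then over 50% inhibition at one or more dose response concentrations, cut at about 23% in these data, passing the limit was not always enough; inconclusive means conflicting primary data, or primary hits not chosen for dose response; inactive means low primary inhibition, or under 50% at every dose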;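 further: plate controls were DMSO full reaction for no effect and no enzyme background for full effect; strong numbers were not always called active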
# West Nile virus CPE – West Nile virus antiviral activity, cell-based, CPE readout (AID 1621) | West Nile virus-infected cells, CPE inhibition; higher % means a stronger effect | one-dose CPE inhibition, % at 10 µM; IC50 in µM for titrated hits | actives 0.02% (n = 290,000); in the data active means a potency from the dose series; inconclusive means CPE inhibition mostly from about 3.7% at the one dose, without a potency; inactive means the rest, 99 in 100 with CPE inhibition below about 2.2%; further: strong numbers were not always called active
# Salmonella PhoP GFP – inhibitors of PhoP regulon expression, primary screen, Salmonella Typhimurium, GFP reporter (AID 1863) | S. Typhimurium PhoP-regulated promoter GFP reporter, 4 h; higher % means a stronger effect | inhibition, % at 50 µM, or IC50 in µM where a hit was titrated | actives 0.16% (n = 300,000);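 active means inhibition over 29.93%, a cutoff 3 SD above the screen mean, later confirmed by dose response; inconclusive means inhibition over 29.93% but no dose response follow-up; inactive means inhibition at most 29.93% or unconfirmed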;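 further: 0% = low Mg2+ inducing control and 100% = high Mg2+ repressing control; strong numbers were not always called active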
# XIAP displacement – XIAP antagonists, biochemical, IAP family, fluorescence polarization (AID 1018). XIAP BIR domain, fluorescence polarization peptide displacement; higher % means a stronger effect. displacement, % at 20 µM; hits with a dose series show IC50 in µM. actives 0.007% (n = 200,000); in the data active means displacement above about 50%; further: a part of the inactive calls stands beside numbers as strong as those of hits
# P. falciparum M17LAP – P. falciparum M17LAP inhibitors, primary screen, biochemical, fluorogenic H-Leu-NHMec substrate, 1536-well (AID 1619); recombinant M17LAP, H-Leu-NHMec fluorogenic kinetic assay; higher % means a stronger effect; inhibition, % at 30 µM, or IC50 in µM where a hit was titrated; actives 0.38% (n = 220,000);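 active means compound inhibiting the enzyme by more than half at any dose during confirmatory dose-response retesting; inconclusive means strong single-dose inhibitors picked by rank but not retested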;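 further: plate controls were full reaction with DMSO carrier for no effect and no enzyme background for full effect; strong numbers were not always called active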
# PMI inhibition – MPI inhibition at elevated mannose 6-phosphate – biochemical, fluorescence intensity, high mannose 6-phosphate, primary screen (AID 1220); recombinant PMI enzyme, coupled fluorescence intensity; higher % means a stronger effect; inhibition, % at 20 µM; hits with a dose series show IC50 in µM; actives 0.66% (n = 190,000); in the data active means inhibition above about 50%
# SIAH1 antagonists – blockers of Siah-1 interaction with plectin peptide – biochemical, fluorescence polarization, rhodamine-plectin, uHTS, primary screen (AID 1817). Siah-1 / rhodamine-plectin peptide fluorescence polarization; higher % means a stronger effect. displacement, % at 20 µM; hits with a dose series show IC50 in µM. actives 0.02% (n = 290,000);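 active means displacement of at least 50% at 20 µM, with a fluorescence ratio check between 0.3 and a set limit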;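 further: plate controls were Siah plus tracer with DMSO for no effect and tracer alone without Siah for full effect; strong numbers were not always called active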
# CSM14.1 death rescue – protection against thapsigargin-triggered cell killing – 384-well, CSM14.1, ATP luminescence, primary screen (AID 1222). CSM14.1 thapsigargin-induced death rescue, ATP luminescence; higher % means a stronger effect. cellular ATP content (survival), % at 20 µM; hits with a dose series show EC50 in µM. 190,000 tested, under 10 active;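 active means EC50 below 50 µM in the dose-response confirmation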;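 further: death triggered by thapsigargin at about 15 µM added after 2 h compound pretreatment; cell ATP read after overnight thapsigargin exposure of roughly 18 to 22 hours; normalized against plate controls of thapsigargin alone and 5% DMSO vehicle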
# Starred values were filed as active, the others as inactive; i = inactive; u = inconclusive; x = not tested or not shown.
SMILES,Yfh1-off respiration,M1AAP inhibition,West Nile virus CPE,Salmonella PhoP GFP,XIAP displacement,P. falciparum M17LAP,PMI inhibition,SIAH1 antagonists,CSM14.1 death rescue
COc1ccc(/C=C/c2nc3cc(-c4ccccc4)ccc3o2)cc1O,i,20%,-0.8%,-11%,-2.9%,12%,-1%,-5%,-0.8%
CCC(=O)Oc1ccc(NC(=O)c2ccco2)cc1,i,7%,0.6%,8%,-15%,6%,41%,2%,-0.2%
COc1ccc2c(Cl)c(C(=O)NC3CCS(=O)(=O)C3)sc2c1 (stereo unspecified),i,8%,0.0%,-2%,-13%,-2%,-2%,-1%,0.0%
Cc1ccc(N=CC2=C(O)CC(c3ccc(Cl)cc3)CC2=O)cc1 (stereo unspecified),i,11%,-0.2%,-2%,-2.9%,9%,2%,-2%,3.2%
CNS(=O)(=O)c1cccc(C(=O)OCc2csc(-c3ccccc3)n2)c1,i,1%,0.4%,12%,-4.7%,14%,11%,6%,-2.2%
Cn1cc(/C=C/C(=O)N2CCCC(C(=O)c3ccc(C(C)(C)C)cc3)C2)cn1 (stereo unspecified),i,x,-0.9%,x,-4.2%,x,1%,7%,5.7%
O=C(Cn1ccc([N+](=O)[O-])n1)NCc1nc2ccccc2[nH]1,i,3%,-0.2%,2%,-3.8%,32%,-9%,3%,-0.1%
Cn1ccc(=S)c2ccccc21,i,13%,0.3%,-3%,3.3%,15%,-119%,-7%,0.2%
Cn1cccc1/C=N/n1c(-c2ccc(Cl)cc2)n[nH]c1=S,i,8%,0.0%,-8%,-1.1%,10%,20%,1%,-1.6%
CC(C(=O)Nc1ccccc1-c1ccccc1)N1CCN(C(=O)c2ccccc2)CC1 (stereo unspecified),i,-1%,0.8%,-1%,x,-1%,x,4%,x
Cc1ccc(C(=O)N/C(=C\c2ccc3c(c2)OCO3)C(=O)Nc2ccc(C(=O)O)cc2)cc1,i,6%,0.4%,-4%,-9.9%,7%,-2%,-1%,2.1%
CC1CCN(C(=O)c2cc(F)c(F)cc2Cl)CC1,i,6%,0.1%,0%,-8.5%,8%,4%,-2%,-1.4%
CCOC(=O)c1nnc(-c2ccccc2)nc1N1CCSCC1,i,6%,0.1%,-3%,-4.9%,0%,4%,4%,-1.2%
CC(=O)Nc1ccc(NC(=O)C(C)c2cccc(C(=O)c3ccccc3)c2)cc1 (stereo unspecified),i,3%,-0.8%,3%,2.4%,2%,10%,4%,-0.7%
COC(=O)c1c(C)[nH]c(C(=O)N2CCN(c3ccc(OC)cc3)CC2)c1C,i,11%,0.4%,-7%,-6.6%,13%,13%,-5%,2.4%
Cc1cccc(CN2CCC(CNC(=O)C3CCCN(S(=O)(=O)c4cnc[nH]4)C3)CC2)c1 (stereo unspecified),i,1%,-0.6%,-5%,-7.0%,-8%,15%,2%,-0.6%
Cc1cc(C)n(C(=O)c2cc3sccc3[nH]2)n1,i,1%,1.6%,11%,-4.0%,5%,5%,2%,-3.0%
COC(=O)[C@@H](NC(=O)NC1CCCCC1C)C(C)C (stereo partly specified),i,2%,0.4%,-2%,x,1%,x,0%,x
COc1c2c(c(C)c3c1C(=O)OC3)O[C@@]1(C)CC[C@@]3(O)C(C)(C)OC(=O)CC[C@]3(C)[C@H]1C2,i,5%,-0.4%,-4%,x,-3%,x,-4%,x
COc1ccc2[nH]c(=O)c(CNc3ccccc3OC)cc2c1,i,16%,0.4%,-6%,x,-5%,x,-8%,x
CCC(NC(=O)N(Cc1ccccc1)Cc1ccc2c(c1)OCO2)(C(F)(F)F)C(F)(F)F,i,-7%,-0.3%,0%,-13%,8%,17%,-6%,-1.4%
CCOc1ccc(-c2nc(-c3cccs3)c(CC(=O)O)s2)cc1OC,i,8%,0.2%,0%,-7.4%,9%,-5%,8%,-2.1%
Cc1cc(NC(=O)CSc2ccc3nnc(-c4ccc(Cl)cc4)n3n2)no1,i,-5%,-0.5%,16%,-5.3%,-12%,-8%,4%,-1.3%
CC1(C)CC(=O)C(C=NCCCN2CCCC2=O)=C(O)C1,i,-2%,-0.4%,5%,-3.3%,-5%,9%,4%,0.9%
CC(C)(C)NC(=O)NC(=O)COc1ccccn1,i,u,0.8%,-13%,-7.5%,-1%,-4%,0%,1.0%

# A few values from the results shown:
# For CSM14.1 death rescue, `CCOC(=O)c1nnc(-c2ccccc2)nc1N1CCSCC1` shows -1.2%
# For SIAH1 antagonists, `O=C(Cn1ccc([N+](=O)[O-])n1)NCc1nc2ccccc2[nH]1` shows 3%

# Next results follow.
SMILES,Yfh1-off respiration,M1AAP inhibition,West Nile virus CPE,Salmonella PhoP GFP,XIAP displacement,P. falciparum M17LAP,PMI inhibition,SIAH1 antagonists,CSM14.1 death rescue
N/C(=N\OC(=O)Cc1ccccc1)c1cccnc1,i,-1%,0.3%,5%,-2.9%,1%,8%,-2%,-3.0%
COc1ccc([N+](=O)[O-])cc1NC(=O)CCc1ccccc1,x,-5%,x,25%,-4.3%,-1%,6%,-4%,7.2%
COc1ccc(C(=O)NCc2oc(-c3ccccc3)cc2C(=O)O)cc1,i,6%,-0.1%,-1%,-4.0%,16%,-12%,3%,-1.6%
CC(C)CNC(=O)c1ccc(NC(=O)c2cccs2)cc1,i,0%,0.0%,-12%,-11%,17%,23%,-2%,-2.5%
CC1CN(C(=O)COC(=O)c2ccc(N)c([N+](=O)[O-])c2)CC(C)O1 (stereo unspecified),i,-2%,-0.2%,4%,-9.3%,11%,14%,0%,-2.4%
COC(=O)c1ccc(CNC(=O)CSc2nnc(COc3ccccc3)n2C)o1,i,-2%,0.1%,14%,-2.5%,-2%,5%,4%,-1.4%
O=C(CSc1ccc(Cl)cc1)NN=C1CCCCCC1,i,-1%,-0.1%,-3%,2.4%,4%,6%,8%,x
COc1ccc(CCNC(=S)NCc2cccs2)cc1OC,i,11%,-0.7%,-12%,-4.1%,7%,2%,4%,-0.1%
Cc1ccc([N+](=O)[O-])cc1S(=O)(=O)N1CCCCC1C(=O)O (stereo unspecified),i,2%,0.0%,-4%,-0.2%,12%,-2%,1%,-1.7%
Cn1c(=O)c2c(nc(NCc3ccc4c(c3)OCO4)n2Cc2ccccc2Cl)n(C)c1=O,i,7%,-0.5%,-5%,1.9%,-4%,10%,-1%,-3.5%
COc1ccccc1NC(=S)c1ccccc1,i,0%,0.0%,7%,-3.8%,-16%,-6%,6%,-2.4%
COC(=O)/C=C1\SC(=NC(=O)c2cccc(Cl)c2)NC1=O,x,-5%,x,17%,-3.5%,-5%,5%,-5%,-0.9%
Cc1ccc(NC(=S)N(CCN(C)C)C(C)c2cccnc2)cc1 (stereo unspecified),i,-1%,0.4%,-16%,-5.2%,0%,8%,-2%,-1.0%
Cc1nc(-c2ccccn2)nc(SCC(=O)c2ccc(F)cc2)c1Cl,i,-1%,-0.4%,-2%,x,6%,x,0%,x
CN(Cc1ccccc1)C(=O)COC(=O)Cn1cnc2ccccc21,i,1%,1.3%,5%,-15%,3%,-14%,-3%,-1.8%
Cc1ccccc1NC(=S)NCC(c1cccnc1)N(C)C (stereo unspecified),i,2%,-0.5%,6%,-1.7%,-1%,-8%,-1%,-4.2%
CCc1ccccc1N(CC(=O)N/N=C/c1ccc(OC(=O)OC)c(OC)c1)S(C)(=O)=O,i,1%,0.3%,6%,-2.4%,2%,-3%,3%,-3.2%
O=C(O)CCCCCN=C1CCc2ccccc2N1,i,-2%,-0.2%,2%,-3.7%,0%,-4%,4%,0.8%
COc1ccc(-c2noc(CSc3nc4ccccc4c(=O)n3-c3ccccc3)n2)cc1,i,3%,3.0%,-15%,-5.9%,-7%,16%,-3%,2.3%
NC(=O)c1cnn(C2CCS(=O)(=O)C2)c1 (stereo unspecified),i,12%,-0.4%,-6%,-4.6%,1%,4%,4%,x
COc1nc(SCC(=O)Nc2ccccc2Cl)nc(N(C)C)n1,i,-2%,0.6%,3%,x,-7%,x,-2%,x
O=C(O)Cc1ccc2[nH]c3ccc(CC(=O)O)cc3c2c1,i,8%,0.0%,13%,-8.9%,14%,11%,-3%,1.3%
Cn1nc(C(F)(F)F)c(C(=O)Nc2cccc(C(F)(F)F)c2)c1SCc1ccc(Cl)cc1,i,3%,u,-5%,-7.0%,-4%,15%,4%,0.0%
O=C1CC(SC2=NCCS2)C(=O)N1c1cccc(Cl)c1Cl (stereo unspecified),i,3%,0.5%,-8%,0.5%,-2%,-7%,13%,0.9%
CCOC(=O)c1c(NC(=O)Cn2nc(C(=O)O)c3ccccc3c2=O)sc(CC)c1C,i,7%,-0.8%,-1%,-7.1%,-1%,8%,4%,-0.2%
SMILES,Yfh1-off respiration,M1AAP inhibition,West Nile virus CPE,Salmonella PhoP GFP,XIAP displacement,P. falciparum M17LAP,PMI inhibition,SIAH1 antagonists,CSM14.1 death rescue
O=C(COC(=O)c1nn(-c2ccccc2)c(=O)c2ccccc12)NC1CCS(=O)(=O)C1 (stereo unspecified),i,4%,-0.8%,1%,-2.3%,-9%,-8%,-4%,-0.5%
CCCN(CCC)CCCNC(=O)c1cc2c(=O)n(C)c3ccccc3c2n1C,i,10%,0.5%,-7%,-1.7%,-14%,-3%,-3%,-1.4%
O=C(CCN1CCN(CCO)CC1)Nc1ccc(Br)cc1,i,-1%,0.0%,-3%,-2.3%,7%,3%,7%,-0.6%
COc1cc(OC)c(OC)cc1CN1CCc2ccccc2C1,i,-1%,-0.5%,11%,-3.1%,7%,1%,5%,-0.2%
N/C(=N\OC(=O)c1ccccc1Cl)c1ccccn1,i,3%,0.5%,-3%,-3.7%,12%,-3%,5%,-8.9%
Cc1ccc(CS(=O)(=O)CCC(=O)NCCCN2CCCC2=O)cc1,i,-3%,-0.4%,-7%,-11%,0%,6%,-3%,-2.0%
Cc1sc(N(C(=O)CCc2ccccc2)c2ccc(C(=O)O)cc2)nc1-c1ccccc1,i,8%,0.9%,-7%,-3.4%,1%,6%,40%,4.4%
CN1CCN(C(=O)c2cc3nc(-c4ccccc4)cc(-c4ccccc4)n3n2)CC1,i,2%,0.0%,-9%,1.1%,-14%,-12%,-7%,-1.1%
Fc1ccc(CN2CCCCCC2)c(F)c1,i,-1%,0.2%,-8%,-1.2%,-1%,9%,4%,x
O=c1cc(CN2CCN(c3ccccc3)CC2)c2cc(O)c(-c3ccccc3)cc2o1,i,3%,0.7%,-12%,-3.0%,-9%,14%,-1%,3.0%
Cc1ccc(N(CC(=O)N2CCc3ccccc32)C2=NC(=O)CS2)cc1,i,1%,-0.1%,6%,-1.6%,7%,-5%,-2%,-0.1%
O=C(NNC(=S)Nc1ccccc1C(F)(F)F)c1ccc(Br)o1,i,-10%,0.2%,-9%,-4.7%,-1%,-3%,-5%,-0.6%

# Compound activity from PubChem.
